# TDP1 block = qHTS Assay for Inhibitors of Tyrosyl-DNA Phosphodiesterase (TDP1). Potency, µM (top dose mostly 130 µM), for the others: at the highest dose activity change, negative = inhibition, most hits filed as inhibitors. AID 485290, 2010. recombinant TDP1, AlphaScreen DNA substrate cleavage. Tyrosyl-DNA phosphodiesterase 1 (Homo sapiens), Q9NUW8. hit rate 0.28% among 350,000; also: nearly all actives have a fitted effect of over 40% in size
# Target sequence (Q9NUW8 whole entry, looked up): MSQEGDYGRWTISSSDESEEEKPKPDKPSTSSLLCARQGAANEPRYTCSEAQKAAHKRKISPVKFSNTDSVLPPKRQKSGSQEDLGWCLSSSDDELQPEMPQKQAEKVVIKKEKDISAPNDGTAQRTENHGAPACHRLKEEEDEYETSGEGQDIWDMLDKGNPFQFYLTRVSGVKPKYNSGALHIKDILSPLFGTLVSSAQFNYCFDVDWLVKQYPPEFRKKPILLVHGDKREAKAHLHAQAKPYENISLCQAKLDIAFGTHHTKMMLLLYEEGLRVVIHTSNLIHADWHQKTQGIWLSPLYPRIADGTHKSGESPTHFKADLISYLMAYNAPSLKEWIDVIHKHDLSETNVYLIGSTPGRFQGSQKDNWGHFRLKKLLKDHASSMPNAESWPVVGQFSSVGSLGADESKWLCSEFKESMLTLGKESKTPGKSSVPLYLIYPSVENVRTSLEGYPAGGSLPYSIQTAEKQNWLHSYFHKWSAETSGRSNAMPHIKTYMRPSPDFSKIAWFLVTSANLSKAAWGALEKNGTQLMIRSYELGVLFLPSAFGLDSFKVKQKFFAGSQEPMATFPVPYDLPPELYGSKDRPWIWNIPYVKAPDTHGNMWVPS
#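 Recombinant human Tdp1 (E. coli-expressed, 1 nM final) preincubated with compounds 15 min at room temperature, then 5'-biotin/3'-phosphotyrosine-FITC DNA substrate (15 nM final) added for 5 min. AlphaScreen beads (10 ug/ml final) added 10 min; cleavage lowers signal.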
# N370S GC = qHTS Assay for Inhibitors and Activators of N370S glucocerebrosidase as a Potential Chaperone Treatment of Gaucher Disease. Lysosomal acid glucosylceramidase (Homo sapiens), P04062. N370S GC spleen homogenate, 4MU-glucoside fluorescence. Potency, µM (doses to about 59.4 µM), without a hit: at the highest dose activity change, negative = inhibition, most hits filed as inhibitors. hit rate 0.092% among 330,000. AID 2101, 2009;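 also: 0% = full enzyme activity and -100% = no enzyme basal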
# FEN1 inhibitor = qHTS Assay for the Inhibitors of Human Flap endonuclease 1 (FEN1). Recombinant FEN1 flap cleavage, fluorescence, 15 min. Potency, µM (top dose mostly 114 µM), without a hit: top-dose activity change, negative = inhibition, most hits filed as inhibitors. hit rate 0.35% among 390,000. AID 588795, 2011; also: nearly all actives have a fitted effect of over 65% in size
# Target sequence (P39748 whole entry, looked up): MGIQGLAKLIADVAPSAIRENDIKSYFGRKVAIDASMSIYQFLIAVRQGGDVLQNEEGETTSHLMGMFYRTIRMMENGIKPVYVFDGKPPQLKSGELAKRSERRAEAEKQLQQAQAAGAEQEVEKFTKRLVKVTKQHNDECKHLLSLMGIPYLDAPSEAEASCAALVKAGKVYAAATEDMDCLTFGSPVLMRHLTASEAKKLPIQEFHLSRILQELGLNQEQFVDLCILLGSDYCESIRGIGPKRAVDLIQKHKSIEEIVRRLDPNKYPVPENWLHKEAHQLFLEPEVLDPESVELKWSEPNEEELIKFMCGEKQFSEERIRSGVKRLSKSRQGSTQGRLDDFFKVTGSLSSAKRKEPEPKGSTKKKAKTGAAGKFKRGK
#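 Compounds are tested as a concentration series against 10 nM FEN1; after a 15 min room-temperature preincubation, 50 nM substrate starts cleavage, with plate reads at 0 and 15 min. Normalized responses are fitted by a Hill equation.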
# Numbers without * were called inactive; u = inconclusive; x = no result given; [ ] = remark or other dose. Calls follow the shape of the dose curve; as a rule, active = well fitted curve in the direction sought with a large enough effect; inconclusive = small, poorly fitted or top-dose-only effect, or another doubt; inactive = no such curve, though single readings can be large; an effect the other way counts as inactive or inconclusive. Unless noted, % is scaled to controls: 0 for no effect and ±100 for the full control effect; potency is read from the fitted curve at half-maximal effect.
# The opening 13 compounds as a preview:
Compound	TDP1 block	N370S GC	FEN1 inhibitor
COc1ccc(NC(=O)CC2SC(=NCc3ccccc3OC)NC2=O)cc1 (stereo unspecified)	4%	-2%	0%
CSCCC(NC(=O)c1ccccc1)C(=O)NCCc1ccc2c(c1)OCCO2 (stereo unspecified)	-1%[56.1 µM]	x	2%
CC(=O)Nc1ccc(C(=O)N(C2=NC(C)CS2)c2ccc(Cl)cc2)cc1 (stereo unspecified)	3%	-11%	-4%
Cc1ccn2c(Nc3ccc4c(c3)OCCO4)c(-c3ccc(C)s3)nc2c1	12%	x	7%
CC1(C)NC(=O)N(CC(=O)N2CCN(c3cccc(C(F)(F)F)c3)CC2)C1=O	x	-2%	42%[activator]
COCC(=O)NCCSc1c(C)[nH]c2ccccc12	8%	4%	0%
COc1ccc(-c2nnc3sc(-c4ccc(Br)o4)nn23)cc1OC	4%	14%	x
O=C(CSc1nnc(Cc2cccs2)n1Cc1ccco1)Nc1cc(Cl)cc(Cl)c1	0%	u	-9%
Cc1nc(SCC(=O)N2CCN(c3ccccc3)CC2)c2oc3ccccc3c2n1	0%	x	-13%
O=C(Nc1cccc(S(=O)(=O)N2CCOCC2)c1)c1ccccc1[N+](=O)[O-]	0%	x	-3%
CCN1C(=O)[C@H]2[C@@H](c3ccc(C)cc3)N3C(=O)N(c4cccc(F)c4)C(=O)[C@@]3(Cc3ccc(Cl)cc3)[C@H]2C1=O	-1%	-3%	-18%
COc1ccc(/C=N\NS(=O)(=O)c2ccc(C)cc2)cc1COc1ccccc1[N+](=O)[O-]	4%	4%	13%
CSCc1nc2scc(-c3ccccc3)c2c(=O)[nH]1	3%	-3%	2%

# Main list (from the top)
Compound	TDP1 block	N370S GC	FEN1 inhibitor
COc1ccc(NC(=O)CC2SC(=NCc3ccccc3OC)NC2=O)cc1 (stereo unspecified)	4%	-2%	0%
CSCCC(NC(=O)c1ccccc1)C(=O)NCCc1ccc2c(c1)OCCO2 (stereo unspecified)	-1%[56.1 µM]	x	2%
CC(=O)Nc1ccc(C(=O)N(C2=NC(C)CS2)c2ccc(Cl)cc2)cc1 (stereo unspecified)	3%	-11%	-4%
Cc1ccn2c(Nc3ccc4c(c3)OCCO4)c(-c3ccc(C)s3)nc2c1	12%	x	7%
CC1(C)NC(=O)N(CC(=O)N2CCN(c3cccc(C(F)(F)F)c3)CC2)C1=O	x	-2%	42%[activator]
COCC(=O)NCCSc1c(C)[nH]c2ccccc12	8%	4%	0%
COc1ccc(-c2nnc3sc(-c4ccc(Br)o4)nn23)cc1OC	4%	14%	x
O=C(CSc1nnc(Cc2cccs2)n1Cc1ccco1)Nc1cc(Cl)cc(Cl)c1	0%	u	-9%
Cc1nc(SCC(=O)N2CCN(c3ccccc3)CC2)c2oc3ccccc3c2n1	0%	x	-13%
O=C(Nc1cccc(S(=O)(=O)N2CCOCC2)c1)c1ccccc1[N+](=O)[O-]	0%	x	-3%
CCN1C(=O)[C@H]2[C@@H](c3ccc(C)cc3)N3C(=O)N(c4cccc(F)c4)C(=O)[C@@]3(Cc3ccc(Cl)cc3)[C@H]2C1=O	-1%	-3%	-18%
COc1ccc(/C=N\NS(=O)(=O)c2ccc(C)cc2)cc1COc1ccccc1[N+](=O)[O-]	4%	4%	13%
CSCc1nc2scc(-c3ccccc3)c2c(=O)[nH]1	3%	-3%	2%
CCN(CC)CCOC(=O)c1ccc(NC(=O)c2ccc(Cl)c(S(=O)(=O)N3CCCCCC3)c2)cc1	4%	-13%	0%
O=C(O)c1cc(S(=O)(=O)N2CCN(c3ccccn3)CC2)ccc1Cl	1%	2%	-4%
N#Cc1c(Nc2ccc(F)cc2)sc(C(=O)c2ccc(F)cc2)c1N	-4%	3%	-12%
CCN1C(=O)/C(=C\c2cn(-c3ccccc3)nc2-c2cccnc2)SC1=S	3%	-8%	8%
COc1cccc(Nc2nnc(SCC(=O)N3CCOCC3)s2)c1	4%	-8%	-2%
Cc1ccc(-n2ncc3c(=O)n(CC(=O)NCC4CCCO4)cnc32)cc1 (stereo unspecified)	4%	1%	-11%
C(=N\n1cnnc1)/c1ccccc1OCCOc1ccccc1	-2%	10%[2.35 µM]	-7%
COC(=O)C1=C[C@@H](C(=O)OC)C2C3=C(C(=O)[C@]2(C)NC(=O)c2ccccc2)[C@H](C)[C@@H]2C(=O)N(C)C(=O)[C@@H]2[C@@H]3C1 (stereo partly specified)	4%	3%	-8%
COC(=O)c1ccc(OC(C)C(=O)c2ccc(C)cc2)cc1 (stereo unspecified)	3%	5%	-1%
O=S(=O)(c1ccccc1)N(CC(O)CN1CCCCC1)c1ccccc1 (stereo unspecified)	1%	-4%	2%
Cc1c(NS(=O)(=O)c2cc(C(=O)NCCc3ccc(F)cc3)cc(Cl)c2Cl)c(=O)n(-c2ccccc2)n1C	-7%	-14%	7%
CCOC(=O)c1c(CN2CCN(c3ccccc3)CC2)oc2ccc(O)cc12	8%	-10%	2%
Cc1ccc2nc(-c3ccsc3)c(Nc3ccccc3C)n2c1	8%	x	u
COC(=O)[C@H](C)NC(=O)NCc1ccc(F)cc1	5%	-3%	1%
Nc1nc(N)n(-c2ccccc2)c(=Nc2ccccc2)n1	x	-2%	19%
Cc1cc(C(=O)Nc2ccc(S(=O)(=O)N3CCOCC3)cc2)c(C)o1	1%	-10%	-1%
CC(C)(C)OC(=O)Nc1ccc([C@H](NC(=O)OC(C)(C)C)C(=O)OC(C)(C)C)cc1	1%	x	-1%
C=CCOc1cccc(C2C(C(=O)c3ccc(C)o3)=C(O)C(=O)N2c2nnc(C)s2)c1 (stereo unspecified)	-2%	-11%	x
COc1cc(CCNC(=O)CCCn2c(=O)c3cccn3c3cccnc32)cc(OC)c1OC	2%	4%	17%
CCOCCCn1c(=S)[nH]c2cc(C(=O)N3CCN(C4CCCCC4)CC3)ccc2c1=O	4%	-4%	11%
CC1CCCCN1C(=O)Cn1c(=O)n(C2CCCCC2)c(=O)c2ccccc21 (stereo unspecified)	2%	2%	-2%
Cc1nc(CCNC(=O)c2cc(COc3ccc(F)cc3Cl)on2)sc1C	x	-3%	5%
Cn1c(=O)[nH]c(=O)c2c1nc(NC1CCCCC1)n2CCO	x	0%	-13%
CN(C)CCNC(=O)c1sc2nc(-c3ccccc3)cc(C(F)(F)F)c2c1N	3%	-2%	u
O=C(c1ccc(-c2ccc([N+](=O)[O-])cc2)o1)N1CCCCCCC1	11%	x	-3%
Cc1ccc(C(=O)N/C(=C/c2ccc(-c3cc(C(F)(F)F)ccc3Cl)o2)C(=O)NCc2cccnc2)cc1	2%	-28%	-8%
Cc1ccnc(SCCn2c(N3CCN(C)CC3)nc3c2c(=O)n(C)c(=O)n3C)n1	1%	-6%	23%
COc1cccc(NC(=O)CSc2nc3ccccc3c3nc4ccccc4n23)c1	3%	13%	0%
COCc1[nH][nH]c(=O)c1C=Nc1ccc(Oc2ccccc2)cc1	4%	6%	1%
CCOC(=O)C1=C(C)OC(N)=C(C#N)C1c1cc(C)sc1C (stereo unspecified)	4%	3%	8%
Cc1ccccc1Nc1nc(N)nc(CSc2nnc3sc4ccccc4n23)n1	0%	6%	11%
Cc1cc(C(=O)CN2CCN(CC(=O)Nc3cccc(F)c3)CC2)c(C)n1C1CC1	0%[56.1 µM]	x	-3%
Cc1cccc(OCCOC(=O)Nc2ccccc2)c1	-2%	3%	-13%
Cc1cccc(Nc2nc3c(S(=O)(=O)c4ccccc4)nnn3c3ccccc23)c1C	-4%	-1%	9%
CCC1Sc2ccc(S(=O)(=O)CCC(=O)Nc3c(Cl)cc(OC)cc3OC)cc2NC1=O (stereo unspecified)	x	u	12%
O=C(Nc1cccc(S(=O)(=O)Nc2ccc(Cl)cc2)c1)c1cc2c(s1)CCCC2	4%	13%	-17%
COc1ccc(NC(=O)C2(S(=O)(=O)c3ccc(C)cc3)CC2)cc1	4%[0.0935 µM]	-7%	-15%
O=c1c2cc3c(cc2n(Cc2ccccc2)c(=O)n1Cc1nc(-c2ccccc2)no1)OCO3	3%	x	-1%
COCC(C)NC(C(=O)Nc1ccc(C)c(Cl)c1)c1ccccc1 (stereo unspecified)	2%	8%	-5%
CCc1noc(C)c1C(=O)N1CCOCC1	3%	3%	-2%
COc1cccc(CC2(CO)CCCN(Cc3ccc(CO)o3)C2)c1 (stereo unspecified)	-3%	2%	19%
CC(=O)Nc1ccc(Oc2nc(C(F)(F)F)nc3ccccc23)cc1	x	-9%	-10%
Cc1cc(NC(=O)c2cc(CC(C)C)on2)no1	-1%	2%	-11%
O=[N+]([O-])c1cc(/C=N/N/C(=N/c2ccccn2)c2ccccn2)ccc1O	8%	-13%	10%
CCCCC/C=C\C/C=C\C/C=C\CCCCC(=O)NCCCC(=O)O	8%	-6%	x
CC1(C)C(=O)Nc2ccccc2N1C(=O)CSc1ncccn1	-8%	-5%	-15%
COc1cc(/C=C2\CCc3c2nc2ccccc2c3C(=O)O)cc(OC)c1OC	x	-12%	50µM*

# Carrying on:
Compound	TDP1 block	N370S GC	FEN1 inhibitor
Cc1ccc(NC(=O)C(=O)NCC(c2cccnc2)N2CCc3ccccc32)cc1Cl (stereo unspecified)	3%	x	26%
O=C(O)c1cccc(Cn2c(Cl)c(/C=N/NC(=O)c3ccco3)sc2=O)c1	0%	-6%	15%
Cc1cc(C(=O)Nc2sc3c(c2C#N)CCC3)no1	-4%	11%	8%
Cc1c(C(=O)NCC2CCCO2)oc2ccc(S(=O)(=O)N3CCCC3)cc12 (stereo unspecified)	4%	4%	-5%
CC(C)NC(=O)/C(=C\c1cccc([N+](=O)[O-])c1)NC(=O)c1ccccc1	7%	22%	5%
Cc1ccc(NC(=O)CN2CCc3cc4c(cc3C2C)OCCCO4)cc1 (stereo unspecified)	2%	-3%	u
COc1ccc(CCNC(=O)c2cc3c(=O)[nH]c4ccc(C)cc4c3s2)cc1OC	-1%	x	-11%
O=C(C[n+]1ccccc1)N/N=C/c1cc(Br)ccc1F	-1%	x	10%
CC1(C2CC2)NC(=O)NC1=O (stereo unspecified)	2%	5%	3%
Cc1[nH]c2ccccc2c1SCC(=O)N1CCN(c2ccccc2)CC1	5%	-1%	2%
CC(=O)c1cccc(NCC(=O)N2CCN(S(=O)(=O)c3ccccc3)CC2)c1	2%	x	20%
Cn1c(CC(=O)NNC(=O)c2cncc(Br)c2)nc2ccccc21	1%	x	-3%
CC(c1ccccn1)N(C)C(=O)c1ccc2nc(Cc3ccccc3F)oc2c1 (stereo unspecified)	2%	-22%	8%
C=CCn1c(SCC(=O)c2c(C)[nH]c3ccccc23)nnc1-c1ccncc1	2%	4%	5%
C=CCSc1nc(C)c(CC(=O)OCCCC)c(=O)[nH]1	-1%	1%	5%
CCn1c(COc2cccc(C)c2)nnc1SCC(=O)Nc1cccc(C(=O)OC)c1	7%	-1%	-16%
Cc1ccc2[nH]c(=O)c(CN(Cc3cccs3)C(=S)NCC3CCCO3)cc2c1 (stereo unspecified)	-5%	17%	-1%
O=C(NC(Cc1ccccc1)C(=O)O)/C(=C\c1ccc(F)cc1)NC(=O)c1ccccc1 (stereo unspecified)	6%	17%	-2%
CCOC(=O)c1c(C)[nH]c(C2=NNC(=Nc3ccc(OCC)cc3)SC2)c1C	10%	-8%	-5%
Cc1ccc2nc(Nc3nc(CSc4nc5ccccc5s4)cc(=O)[nH]3)nc(C)c2c1	1%	6%	3%
CC(C)Oc1ccc2c(=O)c3cc(C(=O)O)ccc3oc2c1	17%[56.1 µM]	-5%	x
CCn1cc(/C=C/C(=O)Nc2c(C)nn(Cc3ccccc3)c2C)cn1	3%	9%	5%
CCOC(=O)C(Cc1ccccc1)NC(C)=O (stereo unspecified)	-1%	x	-3%
Cc1ccccc1NC(=O)CSc1nc2ccccc2c2nc(CCn3c(C)nc4ccccc43)nn12	3%	x	-2%
COc1ccc(/C=C(\C#N)C(=O)Nc2cccnc2)cc1	2%	-7%	6%
CCCOc1ccc(OC(=O)c2sc3ncn(Cc4cccc(F)c4)c(=O)c3c2C)cc1	0%	x	4%
COc1ccccc1NC(=O)NCc1nc(-c2ccc(C(F)(F)F)cc2)no1	-3%	3%	-1%
CCCCCCC(=O)Nc1nc(C)c(-c2csc(Nc3cc(OC)ccc3OC)n2)s1	9%	-18%	5%
Cc1cc2cc(CNC(=O)c3ccc(S(=O)(=O)N4CCOCC4)cc3)ccc2[nH]1	x	-4%	12%
